APJ ag: activates the human apelin receptor APJ | P35414 | CHO-K1 APJ PathHunter beta-arrestin, luminescence; 0% DMSO wells, 100% apelin | activation, % at 20 µM | 330,000 tested, 0.11% active | AID 2520;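 active = activation more than six SD over the plate average, tested at 20 µM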;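 also: 0% = DMSO alone and 100% = apelin-13 at 10 nM; some results filed as inactive read as strong as hits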
Target sequence (P35414 whole entry, looked up): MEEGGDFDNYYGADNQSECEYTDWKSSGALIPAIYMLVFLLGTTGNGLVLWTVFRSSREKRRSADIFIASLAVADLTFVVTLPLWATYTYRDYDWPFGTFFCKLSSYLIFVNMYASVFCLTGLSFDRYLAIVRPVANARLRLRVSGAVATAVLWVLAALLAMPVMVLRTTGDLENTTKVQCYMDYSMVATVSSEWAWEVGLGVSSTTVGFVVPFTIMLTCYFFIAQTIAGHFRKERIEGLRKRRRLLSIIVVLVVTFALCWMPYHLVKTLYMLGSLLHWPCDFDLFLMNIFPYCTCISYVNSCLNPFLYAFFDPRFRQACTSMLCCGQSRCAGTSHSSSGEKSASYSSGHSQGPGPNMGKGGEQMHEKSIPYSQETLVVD
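Assay system: engineered CHO-K1 APJ arrestin reporter cells; Amount: 1000 CHO-K1 reporter cells seeded per well; Dosing: one dose, 20 µM compound, 1% DMSO; Times: compound stimulation 90 min at 25 °C, detection 60 min; Measured by: luminescent beta-gal fragment complementation, chemiluminescent substrate; Read-out: APJ–arrestin association signal; Controls: DMSO vs Apelin-13 10 nM.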
APJ antagonist: antagonists of human APJ apelin receptor | inhibition, % at 20 µM | 330,000 tested, 0.32% active | P35414 | CHO-K1 APJ beta-arrestin complementation, luminescence;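 active = inhibition above about 40% at 20 µM, limit read from the data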;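 also: cells challenged with 10 nM apelin-13 agonist together with compound; plate controls were apelin-13 plus DMSO wells for no effect and DMSO wells lacking apelin-13 for full effect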
Mdm2-MdmX inh: disrupts the human Mdm2-MdmX interaction | SaOS-2 split-luciferase Mdm2/MdmX complementation, luminescence | 330,000 tested, 3% active | O15151+Q00987 | inhibition, % at 8 µM;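 active = inhibition of at least 50% at 8 µM in the primary screen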
CHOP UPR activ: activators of apoptotic arm of unfolded protein response (CHOP); CHO-CHOP luciferase reporter, UPR activation, luminescence; percent of tunicamycin response over DMSO baseline; activation, % at 10 µM; 330,000 tested, 0.34% active;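 active = at 10 µM dose, activation of 40% or more, normalized to positive control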;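 also: 100% = tunicamycin at 10 µg/mL and 0% = DMSO alone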
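Dosing – one dose, 10 µM in 0.5% DMSO · System – CHO-CHOP cells, stable luciferase reporter of PERK-eIF2a-CHOP signalling · Input – 500 cells/well · Control set – tunicamycin 10 µg/mL final as positive, DMSO-only wells as negative · Timing – 6 h compound treatment, 37 °C · Measure – % activation vs tunicamycin · Technique – luminescence read with Steady-Glo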
tim10-1 inh: inhibits growth of tim10-1 mutant yeast; S. cerevisiae tim10-1 ts strain growth, BacTiter-Glo, 24 h; inhibition, % at 20 µM; 330,000 tested, 2.2% active; AID 463190;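 active = inhibition of at least 40%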;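 also: mutant grown at 25 °C; 0% = DMSO wells with yeast and 100% = wells holding no yeast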
UPR XBP1 act: adaptive UPR (XBP1) activation; 330,000 tested, 0.33% active; CHO-XBP1 luciferase reporter, IRE1-XBP1 UPR activation, luminescence; percent of tunicamycin response, DMSO as zero; AID 463104; activation, % at 20 µM;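 active = versus positive control, 20 µM dose yields 30% or more activation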;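 also: 100% = tunicamycin at 10 µg/mL and 0% = DMSO only wells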
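Signal: luciferase luminescence; Assay system: CHO-XBP1 luciferase reporter cells; Amount: one thousand reporter cells per well; Dosing: 20 µM single concentration, DMSO 1%; Benchmarks: high control tunicamycin 10 µg/mL final, low control DMSO vehicle only; Schedule: 6 h compound exposure at 37 °C, 5% CO2; Evaluation: percent activation relative to tunicamycin reference.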
CXCR6 block: blocks human CXCR6 beta-arrestin recruitment; 360,000 tested, 0.36% active; O00574; AID 602244; inhibition, % at 20 µM; CHO-K1 PathHunter CXCR6 beta-arrestin, luminescence; in the data active = inhibition above about 34%, passing the limit was not always enough;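 also: antagonist mode with CXCL16 agonist at 10 nM final; 0% = 10 nM CXCL16 with DMSO and 100% = unstimulated wells without agonist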
Target sequence (O00574 whole entry, looked up): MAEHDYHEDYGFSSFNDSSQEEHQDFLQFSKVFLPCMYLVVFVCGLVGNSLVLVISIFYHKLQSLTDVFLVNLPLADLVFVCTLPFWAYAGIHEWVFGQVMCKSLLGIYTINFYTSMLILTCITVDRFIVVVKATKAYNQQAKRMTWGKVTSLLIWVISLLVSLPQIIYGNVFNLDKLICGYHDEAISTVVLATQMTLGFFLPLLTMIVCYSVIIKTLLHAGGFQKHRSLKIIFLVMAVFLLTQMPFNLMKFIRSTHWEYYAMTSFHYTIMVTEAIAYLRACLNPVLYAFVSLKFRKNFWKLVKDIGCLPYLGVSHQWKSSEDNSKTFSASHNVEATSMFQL
TIM10 inh: TIM10 yeast growth inhibition; S. cerevisiae TIM10 strain growth, BacTiter-Glo luminescence, 24 h; inhibition, % at 10 µM; 330,000 tested, 1.4% active; AID 463195;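 active = inhibition of 40% or more at the single tested concentration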;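 also: wild-type TIM10 isogenic control strain grown at permissive 25 °C; 0% = DMSO yeast wells and 100% = minimal medium wells without yeast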
tim23-1 inh: tim23-1 yeast growth inhibition. S. cerevisiae tim23-1 growth, BacTiter-Glo luminescence, 24 h. 330,000 tested, 1.3% active. AID 463212. inhibition, % at 20 µM;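 active = growth inhibition of the mutant yeast at or above 50%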;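 also: temperature-sensitive mutant grown at 25 °C; plate controls were DMSO-treated mutant yeast for no effect and medium wells lacking yeast for full effect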
Active calls of the source: *; · = no result given. An excerpt; rates above refer to the full screens.

SMILES	APJ ag	APJ antagonist	Mdm2-MdmX inh	CHOP UPR activ	tim10-1 inh	UPR XBP1 act	CXCR6 block	TIM10 inh	tim23-1 inh
COc1ccc(S(=O)(=O)N2CCCCC2)cc1NC(=O)CCNC(=O)c1ccc(Br)cc1	-8	4	9	1.1	1	-4	9	0	3
COc1ccccc1-c1noc(CSc2nc(N)cc(=O)[nH]2)n1	-2	4	-2	1.0	0	-2	-9	3	-8
Cc1ccsc1C1CC(=O)OC2=C1C(=O)CC(C)(C)C2 (stereo not given)	-1	-22	5	-1.0	5	-1	·	-9	11
O=C(O)c1nc(N2CCCC2)ncc1Cl	-5	-12	-7	-0.5	-1	1	-13	6	-16
O=C(O)c1nccnc1C(=O)NCc1csc2ccc(Cl)cc12	5	9	16	0.6	-3	0	6	4	7
O=C(Nc1ccccc1)C1=C[C@H](c2ccc(C(F)(F)F)cc2)C[C@H](OCCCCO)O1	-2	-52	-4	1.1	24	1	0	9	24
Clc1ccc(C[n+]2cc(-c3ccc(Cl)cc3)n3c2CCC3)cc1	-4	23	32	2.7	5	3	0	22	-3
O=S1(=O)N=C(N(CCO)/N=C/c2ccc(Cl)cc2)c2ccccc21	0	8	10	1.6	-1	9	-9	19	9
Cc1occc1C(=O)NN1C(=O)C2C3CCC(O3)C2C1=O (stereo not given)	-3	12	-44	-0.1	18	0	-5	-5	6
CCOc1ccc(OCC)c(NC(=O)CCSCCc2ccccn2)c1	1	13	17	-1.6	2	-3	-2	7	14
C/C=C/Cn1c(SC)nc2c1c(=O)[nH]c(=O)n2C	-6	11	27	-2.9	14	4	2	5	8
COc1cccc(-n2nnnc2SCC(=O)NC2CCCCC2)c1	-5	1	3	-1.4	7	6	1	-5	20
CC(C)CCNC(=O)NC(=O)COC(=O)/C=C/c1cnc2ccccc2n1	-2	-8	15	2.3	14	1	-1	4	14
CCOC(=O)CSC1=NC(=O)/C(=C/c2ccc(Br)cc2)S1	-5	13	-2	7.7	49*	4	22	61*	61*
CC(C)NC(=O)C1CCN(C2CCN(Cc3ccc4cccc(F)c4n3)CC2)CC1	-2	-11	-4	1.3	-15	-1	-1	-25	10
CC1CCC(NC(=O)CN2C(=O)NC(C)(C)C2=O)CC1 (stereo not given)	7	16	15	-0.7	4	1	-4	-5	16
Cn1c(N)c(C(=O)CCl)c(=O)n(C)c1=O	-5	-57	-1	0.7	-5	1	-2	-11	9
O=C(O)CSCC(=O)Nc1ccccc1	-3	8	-10	1.3	10	-1	-2	-1	1
O=C(O)c1cccc(NC(=O)c2cccc(S(=O)(=O)Nc3cccc([N+](=O)[O-])c3)c2)c1	-2	5	0	0.5	13	-2	-7	-3	13
O=C(Nc1ccc(NC(=O)c2cccs2)cn1)c1ccccc1	-1	9	-55	7.1	-17	-1	-6	42*	19
Cc1cc2ccccc2n2c(SCC(=O)N3CCc4ccccc4C3)nnc12	1	-6	-17	0.7	26	-2	-3	21	17
O=C(c1ccccc1)c1ccc(COC(=O)c2cnccn2)cc1	-2	-21	11	0.6	19	4	-1	-30	14
CC(CC1CC(C)(C)OC1=O)C(=O)Nc1nncs1 (stereo not given)	-3	5	-38	-0.1	13	0	-4	1	-5
COc1cccc(CN(C)S(=O)(=O)c2c(C)noc2C)c1OC	2	-35	-2	-1.3	9	-6	6	4	4
COc1ccccc1-n1c(SC(C)C(=O)NCC2CCCO2)nc2cc(Cl)ccc2c1=O (stereo not given)	-10	35	0	2.2	14	-4	16	6	11
O=C1[C@H]2CCC=C[C@H]2[C@H](c2ccccc2Br)N1Cc1ccccc1	·	·	-15	4.3	31	4	2	17	57*
COc1ccc2c(CC(=O)OCC(=O)Nc3ccc(C)cc3)coc2c1	-3	-5	-20	-1.9	9	-2	-8	8	10
CCOC(=O)c1[nH]c2ccccc2c1NC(=O)CC(C)C	-1	10	8	-1.6	14	0	3	6	9
CC1=Nc2ccccc2N=C(NC(=O)c2ccccc2)C1c1ccc(Cl)cc1 (stereo not given)	1	1	-11	-1.4	24	0	-6	0	17
COc1ccc(C2(C)NC(=O)N(CC(=O)NC3CC3)C2=O)cc1 (stereo not given)	-4	-2	32	0.9	-15	-1	7	-6	-5
Cc1ccc(NC(=O)CSc2nnnn2C)cc1S(=O)(=O)N(C)C	-4	-20	-7	2.4	-1	-1	0	1	3
CCOC(=O)C1(Cc2ccccc2C)CCCN(C(=O)c2ccc(OC)o2)C1 (stereo not given)	-5	3	13	0.8	28	-2	5	2	28
COc1ccc(OC)c(/C=C2\SC(=S)N(NS(=O)(=O)c3ccc(C)cc3)C2=O)c1	-3	19	5	-1.5	37	-4	12	29	47
CC(C)COc1ccc(C(=O)N/C(=C\c2cccc([N+](=O)[O-])c2)C(=O)O)cc1	-2	8	15	-0.1	19	-2	14	-14	0
O=C(c1ccco1)N1CCN(c2ncnc3c2[nH]c2ccc(Cl)cc23)CC1	5	-1	-14	-0.4	24	6	·	14	-13
Cc1cccc(NC(=O)CCC(=O)Nc2nnc(C3CCCCC3)s2)c1	0	14	4	1.4	9	1	-3	10	8
COc1ccc(CNC(=O)C2CCCN(S(=O)(=O)c3ccc(-n4cnnn4)cc3)C2)cc1 (stereo not given)	0	8	15	1.4	-16	-5	2	16	-4
COc1ccc(CCNC(=O)CN2C(=O)c3ccccc3S2(=O)=O)cc1	-4	6	-1	0.5	3	0	-2	-7	9
CC(C)c1ccc(S(=O)(=O)c2cc3cc(Br)ccc3oc2=O)cc1	1	2	-1	1.9	24	-1	-6	16	16
CCn1c(SCC(=O)N2CCc3ccccc32)nnc1-c1c[nH]c2ccccc12	-1	-3	18	-3.9	-15	-2	7	-20	-5
CN1CCN(Cc2c(O)ccc3occ(C(=O)c4ccccc4)c23)CC1	0	14	-13	3.1	3	2	-6	12	-1
Cc1cccc(NC(=O)C2(c3ccccc3)CCOCC2)c1	1	-9	-20	0.6	25	2	2	7	11
O=C(O)c1ccc(Nc2nc3c(s2)CCCC3)cc1	-1	8	-46	-8.9	19	-7	-5	4	5
Cc1cccc(OCCNc2ccc(C(F)(F)F)cc2[N+](=O)[O-])c1	-3	-12	-34	2.7	5	2	-1	7	5
Cc1cccc(NC(=S)NC2CC3CCCC(C2)N3Cc2cccs2)c1 (stereo not given)	-2	14	21	1.2	18	0	-17	10	1

2 entries from above, with bars between the fields.
canonical_smiles | APJ ag | APJ antagonist | Mdm2-MdmX inh | CHOP UPR activ | tim10-1 inh | UPR XBP1 act | CXCR6 block | TIM10 inh | tim23-1 inh
Cc1cc2ccccc2n2c(SCC(=O)N3CCc4ccccc4C3)nnc12 | 1 | -6 | -17 | 0.7 | 26 | -2 | -3 | 21 | 17
CCOC(=O)C1(Cc2ccccc2C)CCCN(C(=O)c2ccc(OC)o2)C1 (stereo not given) | -5 | 3 | 13 | 0.8 | 28 | -2 | 5 | 2 | 28

(list continues)
SMILES	APJ ag	APJ antagonist	Mdm2-MdmX inh	CHOP UPR activ	tim10-1 inh	UPR XBP1 act	CXCR6 block	TIM10 inh	tim23-1 inh
CSCCC(NC(=O)C1CCC(C)CC1)C(=O)NCCN1CCOCC1 (stereo not given)	-4	1	-9	-2.9	19	1	8	-19	3
CCOc1ccc(NC(=O)CN(C)C(=O)C2CC(=O)N(Cc3ccco3)C2)cc1OCC (stereo not given)	-5	8	-21	3.6	0	-2	12	10	11
Cn1nc(C(=O)N2CCN(c3ccc(Cl)cc3)CC2)c2c1-c1ccccc1S(=O)(=O)C2	4	-2	-7	-0.6	10	-4	-1	24	28
CN(Cc1ccccc1)C(=O)c1cccnc1	0	11	-25	0.8	5	-3	3	-5	18
Cc1ccc(SC(C)C(=O)Nc2ncn[nH]2)cc1 (stereo not given)	-5	0	14	-1.9	-2	-2	-5	-15	-6
CCCn1c(SCC(=O)N2CCN(c3ccc(OC)cc3)CC2)nc2c1c(=O)n(C)c(=O)n2C	-3	-30	18	-1.9	19	-1	-6	17	17
CCc1ccc(NC(=O)/C(C#N)=C/c2cc3ccc(C)cc3nc2N2CCOCC2)cc1	2	2	40	0.6	12	2	0	-3	-4
O=C(Nc1ccc2ccccc2n1)Nc1cccs1	2	15	10	1.4	-7	-2	4	17	12
CN(c1ccccc1)S(=O)(=O)c1ccc(C(=O)N2CCc3ccccc3C2)cc1	0	-6	1	-1.8	33	-1	2	10	12
COCCC(=O)N1CCC(Oc2ccc(C(=O)N(C)Cc3cc(C)no3)cc2)CC1	1	12	10	-1.5	-1	-8	1	3	3
O=C(CSc1nnc(NCc2ccccc2)s1)NC1CCS(=O)(=O)C1 (stereo not given)	-4	5	0	-1.2	2	0	-8	-6	9
CC(=O)N(C)c1ccc(NC(=O)CCN2C(=O)c3ccccc3C2=O)cc1	3	3	2	1.1	7	-6	-10	16	6
Cc1ccccc1C(=O)N1CCC(n2nccc2NC(=O)C2CC2)CC1	4	-17	-6	2.7	-11	0	-4	2	-6
CC(=O)N[C@@H](CC(=O)N[C@H](CCC(=O)O)C(=O)O)C(=O)O	-3	1	-16	0.2	14	-6	-8	3	9
O=[N+]([O-])c1cc(Oc2cccnc2)cc([N+](=O)[O-])c1	4	-23	-22	-1.1	37	3	-12	29	43
Cc1ccc(C(=O)N/N=C/c2cc(Br)ccc2O)cn1	2	-14	51*	-1.6	-25	25	-13	-41	63*
O=C(Nc1ccc2c(c1)OCO2)C1CCCN(c2nc3ccccc3s2)C1 (stereo not given)	-1	14	13	3.2	48*	0	-10	45*	45
O=[N+]([O-])c1ccc(Oc2cc(NC3CCCCCCC3)c([N+](=O)[O-])cc2[N+](=O)[O-])cc1	4	-4	33	0.0	11	-1	-3	8	15
O=C1NC2(CCCCC2)C(=O)N1c1ccccc1	-3	-20	-15	-0.2	10	-2	-3	-19	8
O=C(CCN1C(=O)c2cccc3cccc(c23)C1=O)N1CCN(c2ccccc2F)CC1	-1	11	32	0.0	13	-4	6	8	6
Cc1ccccc1CSc1nnc([C@@H]2CCCN2)o1	3	14	-24	1.5	20	2	2	12	13
CCCCn1c(CCC(=O)O)ccc1-c1cccs1	-2	-5	10	1.7	14	1	0	5	16
CCOc1ccc(S(=O)(=O)N(CC)CC(=O)NCc2cccnc2)cc1	1	2	6	1.6	4	-2	5	-15	1
CCOc1ccc(-c2[nH]ncc2-c2csc(C)n2)c(O)c1	-2	-2	18	-0.6	27	0	-2	16	0
O=C(c1ccc(OC2CCN(Cc3ccc(C(F)(F)F)cc3)CC2)cc1)N1CCCCC1	-2	10	18	0.4	29	0	12	-11	-15

Individual results from above:
CXCR6 block, CCCCn1c(CCC(=O)O)ccc1-c1cccs1 reads 0
CHOP UPR activ, Cc1ccc(C(=O)N/N=C/c2cc(Br)ccc2O)cn1 reads -1.6
APJ ag, CCOc1ccc(S(=O)(=O)N(CC)CC(=O)NCc2cccnc2)cc1 reads 1
CXCR6 block, CCOc1ccc(-c2[nH]ncc2-c2csc(C)n2)c(O)c1 reads -2
tim10-1 inh, O=C(c1ccc(OC2CCN(Cc3ccc(C(F)(F)F)cc3)CC2)cc1)N1CCCCC1 reads 29
APJ antagonist, O=C(Nc1ccc2c(c1)OCO2)C1CCCN(c2nc3ccccc3s2)C1 (stereo not given) reads 14
